From PubChem
Pin1 inh – inhibitors of human Pin1 | Pin1 FP peptide displacement, HiFluor488, 10 min | hit rate 0.009% among 390,000 | Potency, µM (doses to about 115 µM), for inactives: top-dose activity, negative = inhibition, most hits filed as inhibitors | Q13526; active means well fitted inhibition curve with a large enough effect in the polarisation, with a control signal flat, not every such curve was filed as active; inconclusive means small, poorly fitted or top-dose-only effect, or effect the other way, or a change in a side signal; inactive means no such curve, though single readings can be large or run the other way; the % refers to the polarisation; further: potency means the concentration at half of the fitted maximal effect; on the % scale 0 is the no-effect control and ±100 the full control effect
Target sequence (Q13526 whole entry, looked up): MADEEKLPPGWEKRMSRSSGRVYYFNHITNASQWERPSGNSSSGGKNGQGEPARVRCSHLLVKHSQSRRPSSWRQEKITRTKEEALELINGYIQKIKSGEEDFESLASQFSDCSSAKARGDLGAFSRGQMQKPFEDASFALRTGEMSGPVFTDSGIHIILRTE
IDH1 R132H inh – blocks human mutant IDH1 R132H enzyme. Potency, µM (titrated, usually from 76.6 µM), for the others: top-dose activity change, negative = inhibition, usual class: inhibitors. hit rate 0.093% among 390,000. O75874. IDH1-R132H enzyme, NADPH consumption, diaphorase/resazurin fluorescence; further: potency means the concentration at half of the fitted maximal effect; on the % scale 0 is the no-effect control and ±100 the full control effect; nearly all actives have a fitted effect of over 65% in size
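IDH1-R132H (0.5 ug/mL dispensed) in pH 7.5 Tris buffer was preincubated 30 min with compound, then given a substrate mix of 0.016 mM NADPH and 2 mM alpha-KG for 80 min at room temperature; remaining NADPH was read by diaphorase/resazurin fluorescence.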
D2 antagonist – antagonists of human D2 dopamine receptor | P14416 | HEK293 TREx D2 cells, calcium flux, dopamine EC80 | hit rate 2% among 340,000 | inhibition, % at 10 µM | AID 485344; in the data active means inhibition above about 30%; further: 0% is about no effect
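Tetracycline-induced HEK293 TREx cells expressing D2 receptor forced-coupled to calcium signalling, loaded with no-wash calcium dye. Compounds added and calcium flux read 180 s, then dopamine added at EC80 and read a further 180 s.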
D2 ag – agonists of human D2 dopamine receptor; P14416; HEK293 T-REx D2 cells, calcium flux agonist mode; activation, % at 2 µM; hit rate 0.53% among 340,000; AID 485358;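 active means activation over 3 SD above normal in the single-dose calcium agonist read, cut at about 30% in these data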; further: 0% is about no effect
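Tetracycline-induced HEK293 Trex cells with D2 receptor force-coupled to calcium signaling, plated overnight at 30 C and loaded with no-wash calcium dye. Calcium flux read kinetically for 180 s after compound addition; responses flag agonists.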
TRHR PAM – allosterically enhances the human TRH receptor; TRHR cells, fluo-8 calcium fluorescence, EC20 TRH enhancement; P34981; hit rate 0.66% among 360,000; enhancement, % at 2 µM; AID 493056; in the data active means enhancement above about 30%; further: 0% is about no effect
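TRHR-expressing cells loaded with fluo-8 calcium dye were read kinetically (ex 480/em 530) during compound addition, then stimulated with an EC20 of TRH (10 nM final). Enhancement of the Gq-mediated intracellular calcium response was scored.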
TrxR1 substrate – is turned over as a substrate by rat TrxR1; O89049; purified TrxR1 substrate turnover, NADPH consumption readout; Potency, µM (top dose mostly 114 µM), for the others: at the top dose activity change, negative = substrate turnover; hit rate 0.01% among 390,000; further: potency means the concentration at half of the fitted maximal effect; on the % scale 0 is the no-effect control and ±100 the full control effect; nearly all actives have a fitted effect of over 50% in size
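Rat TrxR1, dispensed at 90 nM, was prereduced with 400 uM NADPH (final) for 5 min at ~22 deg C, then incubated with compound 15 min before 400 uM selenite. A first-read NADPH fluorescence drop versus no-compound background flagged substrates.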
TrxR1 inh – rat TrxR1 inhibition | O89049 | recombinant rTrxR1, NADPH fluorescence consumption, selenite substrate | Potency, µM (highest dose often 114 µM), without a hit: at the highest dose activity change, negative = inhibition, hits mostly inhibitors | hit rate 1% among 390,000 | AID 588453; further: potency means the concentration at half of the fitted maximal effect; on the % scale 0 is the no-effect control and ±100 the full control effect; nearly all actives have a fitted effect of over 65% in size
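Rat TrxR1 (90 nM in the dispensed reagent) was pre-reduced with 400 uM NADPH for 5 min at room temperature, then incubated with compound for 15 min. After 400 uM selenite was added, NADPH fluorescence (Ex 340/Em 450 nm) was followed for 8 min.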
USP1-UAF1 inh – USP1/UAF1 (human) deubiquitinase inhibition | AID 743255 | Potency, µM (highest dose often 57.1 µM), for inactives: at the top dose activity change, negative = inhibition, usual class: inhibitors | recombinant USP1/UAF1, Ub-Rhodamine cleavage fluorescence | hit rate 0.23% among 390,000; further: potency means the concentration at half of the fitted maximal effect; on the % scale 0 is the no-effect control and ±100 the full control effect; nearly all actives have a fitted effect of over 60% in size; inactives centre near -12
Target sequence (O94782 whole entry, looked up): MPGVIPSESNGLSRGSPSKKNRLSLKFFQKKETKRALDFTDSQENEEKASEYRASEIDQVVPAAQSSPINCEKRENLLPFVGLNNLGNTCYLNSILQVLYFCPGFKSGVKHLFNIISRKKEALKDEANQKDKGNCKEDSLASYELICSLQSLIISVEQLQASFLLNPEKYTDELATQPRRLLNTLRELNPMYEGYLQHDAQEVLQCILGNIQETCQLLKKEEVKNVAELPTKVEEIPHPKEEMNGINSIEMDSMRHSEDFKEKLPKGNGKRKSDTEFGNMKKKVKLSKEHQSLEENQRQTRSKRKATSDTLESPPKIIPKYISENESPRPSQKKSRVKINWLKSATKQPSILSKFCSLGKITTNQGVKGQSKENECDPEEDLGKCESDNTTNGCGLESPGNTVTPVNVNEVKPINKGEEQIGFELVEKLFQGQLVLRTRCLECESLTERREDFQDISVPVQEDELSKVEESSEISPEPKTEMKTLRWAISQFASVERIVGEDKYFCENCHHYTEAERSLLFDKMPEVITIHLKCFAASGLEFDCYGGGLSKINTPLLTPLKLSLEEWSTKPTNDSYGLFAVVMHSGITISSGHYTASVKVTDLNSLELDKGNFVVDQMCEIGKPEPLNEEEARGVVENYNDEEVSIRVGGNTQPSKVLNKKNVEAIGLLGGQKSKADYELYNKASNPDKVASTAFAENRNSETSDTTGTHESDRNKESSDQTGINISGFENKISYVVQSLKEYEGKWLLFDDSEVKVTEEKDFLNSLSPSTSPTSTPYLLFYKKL
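Step one: compound is pinned into 1nM USP1/UAF1 in HEPES pH 7.8 buffer with TCEP. Step two: 15 min room-temperature incubation. Step three: Ub-Rho (150nM final) starts cleavage, tracked by fluorescence over six one-minute reads.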
TRHR agonist – TRH receptor (human) agonism | hit rate 0.18% among 360,000 | activation, % at 2 µM | TRHR cells, calcium flux fluo-8, FDSS agonist mode; in the data active means activation above about 30%; further: 0% is about no effect
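In this calcium-flux screen, cells bearing human TRHR are dye-loaded with fluo-8, baselined for 10 cycles, then exposed to library compounds; positive kinetic calcium responses during the agonist phase mark hits, with TRH as control.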
The depositor's hits bear a star; ? = inconclusive; / = no result given; & = joins results of further samples; [ ] = another dose, or the depositor's remark. Unless noted, the call rests on the fitted dose curve; in most records, active means well fitted inhibition curve with a large enough effect; inconclusive means small, poorly fitted or top-dose-only effect; inactive means no such curve, though single readings can be large or run the other way. The list is partial, so the mix of outcomes need not match the whole.

The opening 3 records (preview)
SMILES | Pin1 inh | IDH1 R132H inh | D2 antagonist | D2 ag | TRHR PAM | TrxR1 substrate | TrxR1 inh | USP1-UAF1 inh | TRHR agonist
CCN(C[C@H]1N[C@@](Cc2ccccc2)(C(=O)OC)[C@H]2C(=O)N(C)C(=O)[C@@H]12)S(=O)(=O)c1ccc(C(C)(C)C)cc1 | -0.4% | 3.8% | / | / | / | -5.6% | 8.5% | -33.0% | /
CCOC(=O)c1c(-c2ccccc2)c[nH]c1C | 1.5% | 10.0% | / | / | / | -2.5% | 1.7% | -17.7% | /
COc1cc(/C=N/NC(=O)c2cccc3ccccc23)ccc1OCC(N)=O | 1.4% | -7.0% | / | / | / | -1.3% | 0.3% | -10.9% | /

The whole of this part (from the top)
SMILES | Pin1 inh | IDH1 R132H inh | D2 antagonist | D2 ag | TRHR PAM | TrxR1 substrate | TrxR1 inh | USP1-UAF1 inh | TRHR agonist
CCN(C[C@H]1N[C@@](Cc2ccccc2)(C(=O)OC)[C@H]2C(=O)N(C)C(=O)[C@@H]12)S(=O)(=O)c1ccc(C(C)(C)C)cc1 | -0.4% | 3.8% | / | / | / | -5.6% | 8.5% | -33.0% | /
CCOC(=O)c1c(-c2ccccc2)c[nH]c1C | 1.5% | 10.0% | / | / | / | -2.5% | 1.7% | -17.7% | /
COc1cc(/C=N/NC(=O)c2cccc3ccccc23)ccc1OCC(N)=O | 1.4% | -7.0% | / | / | / | -1.3% | 0.3% | -10.9% | /
CCN(CC)S(=O)(=O)c1cccc(C(=O)NCC2(N3CCOCC3)CCCCC2)c1 | 1.1% | 1.2% | 39.1* | 0.0 | -14.2 | -10.3% | -9.8% | -8.0% | 0.2
CCCNC(=O)C(Cc1ccc(C(F)(F)F)cc1)NC(=O)c1ccc(C#N)cc1 (stereo unspecified) | -11.2% | -3.2% | 8.9 | -0.8 | 9.5 | 0.1% | 26.9% | -17.6% | -0.4
CCc1cccc(NC(=S)N(CCCN2CCOCC2)C(C)c2cc3cccc(OC)c3o2)c1 (stereo unspecified) | 13.0% | 0.0% | -2.7 | 0.1 | 5.9 | 6.2% | 14.0% | -6.9% | -0.1
COc1cc(OC)c(NC(=O)Nc2sc3nc4n(c(=O)c3c2C)CCC(C)CC4)cc1Cl (stereo unspecified) | -1.2% | -2.4% | / | -0.4 | -3.1 | -3.4% | 13.7% | -23.1% | -0.1
COc1ccc(NS(=O)(=O)c2cn(C)cn2)cc1OC | -6.5% | 2.6% | 0.8 | 0.4 | -0.3 | 36.3%[activator] | 27.4% | -11.2% | -0.1
O=C(Nc1cccc(Cl)c1)c1cccnn1 | -0.8% | 5.0% | 2.3 | 0.3 | 3.4 | 6.2% | -32.0% | -16.1% | 0.3
O=C(CN1N=C(c2ccccc2)CCC1=O)NCc1ccc(F)cc1Cl | 16.4% | 0.5% | / | -0.5 | 10.9 | 6.8%[57.1 µM] | 17.9%[57.1 µM] | 16.0% | 0.1
Cc1cc(C(=O)NN=C(Cc2ccccc2)Cc2ccccc2)c(C)o1 | 3.5% | -0.6% | -2.2 | -1.0 | -0.7 | -0.5% | 3.6% | -6.7% | 0.1
O=C(CSc1nc(N2CCCCC2)nc(N2CCCCC2)n1)N1CCN(c2ccccc2)CC1 | ? | 0.9% | 6.0 | 0.3 | 0.8 | 2.0%[57.1 µM] | 31.6%[57.1 µM] | -13.8% | 0.0
CC(C)CNC(=O)c1nc(-c2ccccc2)n(-c2ccccc2)n1 | -19.6% | 3.6% | -12.2 | 0.0 | 10.0 | 3.1% | 1.5% | -15.2% | -3.0
CCN1C(=O)N[C@@H](c2cccc(C(F)(F)F)c2)[C@H](C(=O)OC)[C@H]1C | 0.5% | 1.0% | / | / | / | 13.9%[57.1 µM] | 33.6%[57.1 µM] | 18.5% | /
Cc1c(Nc2nc3ccccc3nc2NS(=O)(=O)c2ccccc2)c(=O)n(-c2ccccc2)n1C | -3.6% | -5.0% | -1.1 | 0.3 | -7.1 | 1.1% | 18.3% | -1.3% | -1.3
COC(=O)C1CSC(C(=O)OC)N1C(=O)Nc1ccc(Cl)cc1 (stereo unspecified) | 0.6% | -1.7% | 4.9 | 0.5 | -3.0 | 3.4%[57.1 µM] | -3.6%[57.1 µM] | 5.5% | -0.1
NC1=NC[C@H](Cc2ccccc2)N1CCc1cccc(F)c1 | 0.9% | -0.8% | 18.2 | 0.1 | 2.9 | 6.3%[57.1 µM] | 13.7%[57.1 µM] | -28.6% | 0.0
CCN=c1scc(C)n1/N=C/c1ccc(O)c(O)c1O | ? | 11.5% | -7.6 | 32.1* | -2.5 | -14.7% | -34.2% | -20.3% | -0.5
CCOC(=O)C1=C2SCCN2C(=O)C(C#N)C1(C)C (stereo unspecified) | 3.1% | 4.4% | 7.0 | 0.5 | 9.9 | 0.5% | -2.4% | 2.0% | -1.2
CC(C)(C)n1nc(C2CC2)cc1NC(=O)Nc1ccc(Cl)cc1 | -0.7% | 0.0% | 16.9 | 0.3 | -5.3 | 14.9%[0.0914 µM] | -2.9%[57.1 µM] | -11.6% | 2.7
Nc1ccc(S(=O)(=O)c2ccccc2)nc1 | ? | -8.9% | -0.6 | 0.7 | 4.1 | 9.3%[57.1 µM] | 24.0%[2.29 µM] | -13.0% | 0.5
O=C(NCc1ccccc1Cl)c1ccncc1 | -0.3% | 11.0% | -3.1 | 0.3 | -3.4 | 14.0%[57.1 µM] | 11.3%[57.1 µM] | -0.1% | 0.1
COc1ccccc1NC(=O)CSc1oc(-c2cccs2)nc1S(=O)(=O)c1ccccc1 | 41.8%[activator] | -0.8% | / | 1.1 | -0.3 | -1.1% | 15.4% | ? | 0.8
CCCCOc1ccc(C(NC(=O)OCC)NC(=O)OCC)cc1 | -0.5% | 7.7% | 5.7 | 0.7 | 0.2 | -2.7% | -1.5% | -16.0% | 1.2
COc1cccc(C(=O)Nc2cc(Cl)c(O)c(Cl)c2)c1 | -3.7% | 6.5% | 5.2 | -1.0 | -0.5 | -9.1% | -15.1% | 4.6% | -0.2
CCCCOc1ccccc1-c1ccccc1CN1[C@@H](C(C)C)COCCS1(=O)=O | 10.5% | 3.7% | / | / | / | -7.7% | -19.2% | -8.7% | /
CCc1ccc2nc(NC(=O)c3cc(C)on3)sc2c1 | 4.1% | 2.8% | 0.2 | 0.9 | 1.7 | 10.9%[57.1 µM] | 19.9%[57.1 µM] | -1.6% | 1.5
CC(C)(C)c1cc(CNC2CS(=O)(=O)C[C@@H]2O)cc(C(C)(C)C)c1O (stereo partly specified) | -3.7% | -3.7% | -0.5 | -0.6 | -7.3 | -0.3% | ? | -8.8% | -0.4
COc1ccccc1OCCCC(=O)Nc1nccs1 | -1.5% | 6.9% | -1.0 | -1.1 | -3.3 | -4.4% | 25.9% | -16.2% | -0.5
CN(C)c1ccc(/C=C/C#N)cc1 | -0.3% | 2.2% | -2.5 | -0.1 | 5.8 | 6.9% | 7.8% | -17.2% | 0.0
COc1ccccc1CN1CC(C(=O)NCc2cnn(C)c2)CCC1=O (stereo unspecified) | 1.8% | 7.1% | 18.8 | 0.0 | 2.5 | 0.0% | 3.0% | -19.7% | -0.4
COc1ccc(-n2c(-c3ccco3)nc3c(cnn3-c3ccccc3Cl)c2=O)cc1 | 12.0% | 2.4% | / | 0.9 | 4.6 | -1.8% | -1.8% | -30.0% | 0.3
O=C(NCCN1CCCCC1)c1cc(COc2c(F)cccc2F)on1 | -0.6% | 7.6% | 13.9 | -0.5 | -0.3 | -0.7% | 15.1% | -9.8% | 0.1
Cc1ccc(C(=O)N/C(=C\c2cccs2)C(=O)NCCCn2ccnc2)cc1C | -1.7% | 3.4% | 2.3 | -0.8 | -11.2 | -2.9% | 3.5% | -11.4% | -0.2
CC1CCN(S(=O)(=O)c2ccc3c(c2)c(=O)c(C(=O)NC(C)c2ccccc2)cn3C)CC1 (stereo unspecified) | 5.8% | -16.4% | / | -0.3 | 0.8 | -9.7% | 19.4% | -21.7% | -0.5
Cc1cc(C)c(S(=O)(=O)Nc2ccc(O)cc2)cc1C | -10.5% | 0.0% | 5.1 | 0.0 | -10.5 | -8.0% | -2.7% | -20.1% | 0.2
COCC(=O)Nc1ccc2nc3n(c(=O)c2c1)CCCCC3 | 2.9% | -2.0% | -6.0 | -1.7 | -4.2 | 1.2% | 2.5% | -16.7% | -0.6
O=C(Nc1ccccc1)c1ccc(NCCc2ccccc2)c([N+](=O)[O-])c1 | ? | 3.1% | 6.0 | 0.2 | -5.6 | -4.4% | 6.1% | 77.9%[activator] | -0.2
Cc1ccc(Oc2nnc(-c3cccs3)c3ccccc23)cc1C | 34.9%[activator] | 0.2% | -3.8 | -0.6 | 27.3 | -17.1% | -16.5% | -11.6% | -0.1
CCOC(=O)c1[nH]c(C)c(C(=O)OCC(=O)N(Cc2ccccc2)C(C)C)c1C | -1.0% | 9.9% | -2.6 | -0.5 | 0.1 | -6.7% | -6.4% | -14.5% | 0.0
O=C(Nc1ccc(F)cc1)c1sccc1SCc1cccc(C(F)(F)F)c1 | 4.4% | 7.9% | 1.2 | 1.5 | -8.7 | -6.6% | 20.9%[57.1 µM] | -23.2% | 0.8
COC(=O)CSc1nc2c(c(-c3ccc(C)o3)c1C#N)CCCC2 | 1.8% | 0.4% | 29.1 | 0.2 | -3.2 | 27.3% | 6.2% | -25.6% | -0.6
CCOc1ccccc1CNC(=O)c1cc2oc3ccccc3c2n1CC | 13.1%&7.5% | 6.4% | 7.7 | 0.1&-0.3 | -3.5&6.9 | 29.4%&52.8% | 7.4%&48.5% | -17.3%&-20.3% | 0.5&-0.3
Cc1ccc(C)c(Oc2coc3cc(OC(=O)c4cccs4)ccc3c2=O)c1 | 13.9% | -2.4% | / | / | / | -3.6% | 3.4% | -7.4% | /
